# Source: PubChem BioAssay (National Center for Advancing Translational Sciences (NCATS))
# BRCA1 expr act = increases BRCA1 expression | MCF7-BRCA1-FFLuc reporter, luminescence, 48 h; response scale: scaled: vehicle 0%, 10 µM genistein 100% | Potency, µM (top dose mostly 46.1 µM), for inactives: top-dose activation, actives largely listed as activators | 380,000 tested, 1.1% active | AID 624202; also: nearly all actives have a fitted effect of over 80% in size; some results filed as inactive show a strong effect at the top dose
#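 Quantitative HTS in MCF7 cells stably reporting BRCA1 expression via firefly luciferase. Compound treatment lasts 48 h at 37 °C in phenol-red free MEM. Activation is expressed relative to genistein at 10 microM and DMSO.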
# FLuc counter = counter-screen for miR-21 project: firefly luciferase inhibitors or activators; P08659; purified FLuc, Km substrates, luminescence inhibition; Potency, µM (doses to about 57.5 µM), for inactives: at the highest dose activity change, negative = inhibition, most hits filed as inhibitors; 360,000 tested, 6.9% active; AID 588342;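 also: plate controls were vehicle for no effect and reference inhibitor for full effect; nearly all actives have a fitted effect of over 55% in size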
# Target sequence (P08659 whole entry, looked up): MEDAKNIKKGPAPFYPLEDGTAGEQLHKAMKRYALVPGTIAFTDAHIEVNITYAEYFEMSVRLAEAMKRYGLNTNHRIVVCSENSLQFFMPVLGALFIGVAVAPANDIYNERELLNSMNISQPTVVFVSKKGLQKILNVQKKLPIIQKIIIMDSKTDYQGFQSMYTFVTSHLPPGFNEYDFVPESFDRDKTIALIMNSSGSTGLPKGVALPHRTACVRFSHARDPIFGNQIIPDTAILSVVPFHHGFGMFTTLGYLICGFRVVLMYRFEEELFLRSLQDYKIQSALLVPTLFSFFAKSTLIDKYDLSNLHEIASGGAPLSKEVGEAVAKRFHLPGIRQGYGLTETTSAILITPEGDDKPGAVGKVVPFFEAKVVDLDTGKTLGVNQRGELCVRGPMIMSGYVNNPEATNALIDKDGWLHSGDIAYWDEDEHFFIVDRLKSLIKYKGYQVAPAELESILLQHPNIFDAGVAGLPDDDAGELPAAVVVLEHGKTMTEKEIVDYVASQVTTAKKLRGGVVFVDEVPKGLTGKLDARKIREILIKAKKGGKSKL
#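 Purified P. pyralis luciferase (10nM final) with 10uM D-luciferin and 10uM ATP (Km levels) in 50mM Tris acetate pH 7.5, 10mM Mg acetate, 0.01% Tween-20, 0.05% BSA; qHTS 6-point titration, ~60 µM downward; luminescence read.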
# * = called active by the depositor; ? = inconclusive; & = joins results of further samples. Calls follow the shape of the dose curve; as a rule, active = well fitted curve in the direction sought with a large enough effect; inconclusive = small, poorly fitted or top-dose-only effect, or another doubt; inactive = no such curve, though single readings can be large; an effect the other way counts as inactive or inconclusive. Potency is read from the fitted curve at half-maximal effect. Some of the compounds tested, so the mix of outcomes need not match the whole.
SMILES,BRCA1 expr act,FLuc counter
Cc1c(-c2nnc(SCC(=O)Nc3ccc(Cl)cc3)o2)nnn1-c1ccc(F)cc1,25%,-3%
COc1cccc(Cn2c(=O)n(-c3ccccc3C)c(=O)c3c2c2cc(C)ccc2n3C)c1,0%,-2%
CCOc1ccc(NC(=O)Cn2cc(C(=O)c3ccc(C)cc3)c(=O)c3cc4c(cc32)OCCO4)cc1,0%,-1%
CCOc1ccc(NC(=O)c2oc3ccccc3c2NC(=O)c2c(F)cccc2F)cc1,0%,5%
COc1ccc(-c2noc(-c3ccc(NCCc4ccccc4)c([N+](=O)[O-])c3)n2)cc1OC,12%,?
COc1ccc(CCNC(=O)c2ccc3c(Cl)c4c(nc3c2)CCCC4)c(OC)c1,-45%,?
COc1ccc(CCNC(=O)C2CCN(c3nc4ccccc4nc3C(F)(F)F)CC2)cc1OC,-4%,1%
COc1ccc2oc(=O)c(C(=O)NCCc3c(C)[nH]c4c(C)cccc34)cc2c1,-20%,-15%
CCCCc1nn2c(=O)cc(COC(=O)c3cccc(Cl)c3)nc2s1,0%,-7%
CCc1ccc(NC(=O)Cn2nnc(C(=O)NCCc3ccccc3)c2N)cc1,5%,0%
COc1ccc(OC)c2sc(N3CCN(C(=O)C(C)(C)C)CC3)nc12,0%,13µM*
O=C(C1CCN(S(=O)(=O)c2cccc3nonc23)CC1)N1CCN(c2ccc(F)cc2)CC1,-27%,0%
COc1cccc2cc(-c3nc(Cl)c4c5c(sc4n3)CC(C)CC5)c(=O)oc12 (stereo not drawn),10%,-13%
Cc1cccc(NC(=O)CCCn2c(C)c3cnn(-c4ccccc4)c(=O)c3c2C)c1C,-12%,-1%
Cc1nc2cc(-c3ccccc3)nn2c(C)c1CCC(=O)N1CCN(c2ccc(F)cc2)CC1,-26%,?
COc1ccc(-n2nnc(-c3nsc(NC(=O)c4ccc(C)c(C)c4)n3)c2C)cc1Cl,0%,2%
Fc1ccc(-c2cc(C(F)(F)F)nc(NCc3ccccc3)n2)cc1,-14%,0%
CC(=O)c1ccc(NC(=O)c2nc(-c3ccccc3)n(-c3ccc(C)cc3)n2)cc1,-10%,15µM*
CCCN(CCC)CCNC(=O)C1CCCN(S(=O)(=O)c2cccc3nsnc23)C1 (stereo not drawn),3%,1%
COc1ccc2c(c1)c1c(c(=O)n(Cc3ccccc3)c(=O)n1Cc1ccccc1Cl)n2C,12%,-1%
COCCn1c(SCC(=O)c2ccccc2)nc2cc(C(=O)NC3CCCC3)ccc2c1=O,-10%,1%
Cc1ccc(-n2nc(C)c3c(C)c(CCC(=O)NCc4cccc(Cl)c4)c(C)nc32)cc1C,17%,-8%
COc1ccccc1CNC(=O)c1ccc(-c2nc(CN3CCc4ccccc43)c(C)o2)cc1,-35%,-2%
CCCCOC(=O)c1ccc(NC2=NS(=O)(=O)c3ccccc32)cc1,14%,-8%
Cc1ccc(NC(=O)Cn2cc(S(=O)(=O)c3ccc(F)cc3)c(=O)c3cc4c(cc32)OCO4)cc1,-6%,-5%

# Further records
SMILES,BRCA1 expr act,FLuc counter
COc1ccccc1-c1cc(NC(=O)COc2ccc(C)c(C)c2)n(-c2ccccc2)n1,9%,-11%
Cc1ccc(C)c(N2CCN(C(=O)CCc3c(C)nc4c(c3C)c(=O)n(C)c(=O)n4C)CC2)c1,-8%,3%
O=C(C1CCCN(S(=O)(=O)c2cccc3nonc23)C1)N1CCN(c2ccccc2F)CC1 (stereo not drawn),20%,-8%
CCCN1CCN(CCCNC(=O)c2cnn(-c3ccc(F)cc3)c2-n2cccc2)CC1,0%,0%
CCOC(=O)c1cccc(NC(=O)c2cc3cc4ccc(C)cc4nc3s2)c1,15%,-11%
Cn1c(=O)c2c(-c3ccc(Cl)cc3)n(Cc3ccccc3)cc2n(C)c1=O,-16%,-14%
CCOC(=O)c1cc(OC(=O)c2ccccc2F)n(-c2ccccc2)n1,1%,-1%
CCOc1ccccc1N(CC)C(=O)c1cc2c(=O)n(CC)c3ccccc3c2s1,-78%,-11%
CCCn1ccc2c(OCC(=O)Nc3ccc(F)cc3F)cccc2c1=O,-6%,4%
CCSc1ccc(C(=O)Nc2ccc(-c3nc4ccc(C)cc4s3)cc2)cc1,50%,0%
CC(=O)c1ccc(N2CCN(C(=O)c3cc4c(s3)-c3ccccc3OC4)CC2)cc1,14%,-7%
Cc1c(Cl)cccc1NC(=O)CCS(=O)(=O)c1ccc2c(c1)CC(=O)N2C,-3%,-1%
CCC1CCCCN1S(=O)(=O)c1ccc(C(=O)Nc2sc3c(c2C(N)=O)CCC3)cc1 (stereo not drawn),-3%,-18%
CCn1c(=N)n(CC(O)COc2ccccc2)c2ccccc21 (stereo not drawn),-24%,2%
CCn1c(=O)c2cc(C(=O)NCCCN3CCN(c4ccc(F)cc4)CC3)sc2c2ccccc21,-7%,-14%
O=C(COc1ccc(Cl)cc1)OCc1cc(=O)n2nc(C3CCCCC3)sc2n1,9%,6%
COc1ccccc1-c1noc(-c2ccc(N3CCN(C)CC3)c([N+](=O)[O-])c2)n1,-4%,?
Cn1ccc2cc(S(=O)(=O)N3CCN(C(=O)Nc4cccc(F)c4)CC3)ccc21,5%,-1%
Cc1sc2ncn(CC(=O)N(C)c3cccc(C(F)(F)F)c3)c(=O)c2c1S(=O)(=O)N1CCN(c2ncccn2)CC1,9%,-13%
O=C(CN1C(=O)COc2ccc(S(=O)(=O)N3CCOCC3)cc21)N1CCN(c2ccc(F)cc2)CC1,3%,-2%
Cc1ccc(CNC(=O)c2ccc(Cn3c(=O)c4ccccc4n(CC(=O)Nc4ccc(C)cc4C)c3=O)cc2)cc1,15%,2%
Cc1ccc(NC(=O)Cn2c(=O)n(-c3ccccc3)c(=O)c3ccc(C(=O)NCc4ccc5c(c4)OCO5)cc32)cc1,2%,0%
CCCN1CCN(CCNC(=O)Nc2ccccc2OCC)CC1,-8%,-1%
O=C(Nc1cccc(C(F)(F)F)c1)C1CCCN(S(=O)(=O)c2cccc3nonc23)C1 (stereo not drawn),-19%,2%
O=C(CC1Sc2ccc(C(F)(F)F)cc2NC1=O)Nc1ccc(Cl)c(C(F)(F)F)c1 (stereo not drawn),-39%,3%

# Next section
SMILES,BRCA1 expr act,FLuc counter
Cc1cc(C)cc(OCc2cc(=O)n3c(-c4ccccc4)csc3n2)c1,-10%,-2%
CCc1ccc(C(=O)COC(=O)C(NC(=O)C2CCC(C)CC2)C(C)C)cc1 (stereo not drawn),-2%,1.7µM*
COc1ccccc1CNC(=O)CSc1ncc2c(n1)-c1cc(Cl)ccc1N(Cc1ccccc1)S2(=O)=O,-16%,2%
CCC(C)NC(=O)Cn1c(=O)n(-c2ccc(C)cc2)c(=O)c2ccccc21 (stereo not drawn),-5%,0%
Cc1cccc(-c2noc(CN(C(=O)c3ccc(C)c(C)c3)C(C)C)n2)c1,-39%,0%
COc1cc(OC)c(NC(=O)CCc2nc(C3=CCN(Cc4cccc(Cl)c4)CC3)no2)cc1Cl,0%,-20%
O=C(COc1ccccc1)NC1CC(=O)N(c2ccc3c(c2)OCCO3)C1 (stereo not drawn),16%,-5%
COc1cccc(C(=O)NC2CC(=O)N(c3ccc4c(c3)OCCO4)C2)c1OC (stereo not drawn),-3%,0%
CCCNC(=O)C1CCC(Cn2c(=O)c3sccc3n(CC(=O)NCc3cccc(OC)c3OC)c2=O)CC1 (stereo not drawn),3%,-3%
CNC(=O)c1c(NC(=O)/C=C/c2ccccc2Cl)sc2c1CCC2,-13%,9.5µM*
CCc1cccc(C)c1NC(=O)Cn1c(=O)n(-c2cccc(C)c2)c(=O)c2c1c1cc(C)ccc1n2C,-11%,-4%
COc1ccc(C(=O)NCc2nnc(SCC(=O)Nc3ccccc3)n2-c2ccc(F)cc2)cc1,9%,-5%
Cc1csc2nc(-c3cccc(NC(=O)c4ccccc4Cl)c3)cn12,20%,12µM*
Cc1n[nH]c(C)c1S(=O)(=O)N(CC(=O)NC(C)c1ccccc1)c1ccc(C(C)C)cc1 (stereo not drawn),-36%,-11%
O=C(NCCc1nc2ccccc2n1Cc1ccccc1F)c1ccc(F)cc1,0%,6%
CCOc1ccc(NC(=O)c2oc3ccccc3c2NC(=O)c2cc3ccccc3o2)cc1,20%,-19%
O=C(CCNS(=O)(=O)c1ccc2c(c1)CCN2C(=O)C1CC1)Nc1ccc(F)cc1F,3%,4%
CCc1ccc(NCc2cc3ccc(OC)cc3n(CC(=O)Nc3ccc(C(C)C)cc3)c2=O)cc1,4%,-4%
COc1ccc(C(=O)NCCn2cc(SCC(=O)NCCc3ccc(OC)c(OC)c3)c3ccccc32)cc1,-10%,?
Cc1cccc(-c2nc(SCCCOc3ccccc3Cl)n3[nH]c(=O)cc3n2)c1,10%,6.7µM*
O=C(Cn1cc(C(=O)C(F)(F)F)c2ccccc21)N1CCCCCC1,112%,-7%
Cc1ccc(C)c(NC(=O)c2ccc3c(c2)CCN3S(C)(=O)=O)c1,0%&27%,-10%
COc1cc2nc(SCc3ccc(C)cc3)n3nc(CCn4nc(C)cc4C)nc3c2cc1OC,12%,4%
CCCCN(CC)C(=O)CSc1nc2c(sc3ccccc32)c(=O)n1CCc1ccccc1,-25%,-7%
COc1ccc(C(=O)Nc2nc(-c3nnn(-c4cc(OC)ccc4OC)c3C)ns2)cc1,-1%,-12%

# Next section:
SMILES,BRCA1 expr act,FLuc counter
CCC(CC)C(=O)Nc1cc(-c2cccc(C)c2)nn1-c1ccccc1,0%,-19%
CCc1ccc2c(c1)c(=O)c(S(=O)(=O)c1ccccc1)cn2CC(=O)Nc1cc(C)ccc1C,14%,-1%
Cc1nc2cc(-c3cccc(F)c3)nn2c(C)c1CCC(=O)Nc1ccccc1C(N)=O,-39%,?
C=CCc1cccc2cc(C(=O)NCCc3c(C)[nH]c4c(C)cccc34)c(=O)oc12,17%,3%
CCN(CC)S(=O)(=O)c1ccc(NC(=O)CN(c2ccccc2)S(=O)(=O)N(C)C)cc1,-31%,-2%
Cc1ccc(-c2c(C(=O)N3CCN(c4cccc(C)c4)C(C)C3)oc(=O)c3ccccc23)cc1 (stereo not drawn),-51%,1%
O=C(Nc1ccc2nc(SCC(=O)N3CCc4ccccc43)sc2c1)c1ccccc1F,2%,?
O=C(Cn1c(=O)n(-c2cccc(Cl)c2)c(=O)c2sc3ccccc3c21)NC1CCCCC1,0%,3%
COc1ccccc1NC(=O)Cn1c(=O)n(Cc2ccco2)c(=O)c2cccnc21,-1%,-12%
CCSc1nn(CC(=O)Nc2cccc(Cl)c2)c(N)c1S(=O)(=O)c1ccc(OC)cc1,-50%,-12%
O=C(O)c1ccc(N2C(=O)c3[nH]nc(-c4ccccc4)c3C2c2cccc(F)c2)cc1 (stereo not drawn),2%,-14%
O=C(NCCc1ccccc1Cl)C1CCN(c2nc3ccccc3nc2C(F)(F)F)CC1,0%,-12%
Cc1ccc(NC(=O)/C=C/c2ccc(Cl)cc2)c(Br)c1,10%,-3%
COc1ccc(CCNC(=O)c2csc3c2CCCCC3)c(OC)c1,15%,-6%
CCCn1c(=O)sc2cc(NC(=O)COc3ccc(Cl)cc3)ccc21,-13%,-13%
O=C(Cc1ccc(NC(=O)N2CCCCc3ccccc32)cc1)NCc1ccccc1Br,0%,?
Brc1ccc(-n2nc(-c3ccccc3)c3cnc4cc5c(cc4c32)OCO5)cc1,0%,0%
Cc1ccc2oc(C(=O)Nc3cccc(-c4nc5ccccc5s4)c3)c(C)c2c1,57%,?
CCc1cccc(C)c1NC(=O)CN1C(=O)c2ccccc2Sc2ncccc21,-10%,-3%
Cc1c(Cl)cccc1NC(=O)CNS(=O)(=O)c1cccs1,5%,2%
CCOC(=O)c1sc2ccccc2c1S(=O)(=O)N1CCN(c2ccccc2)CC1,-9%,-8%
Cc1cccc(-n2c(Cc3ccccc3)nnc2SCc2nc(-c3cccs3)no2)c1,-29%,-16%
CCC(=O)N1CCc2cc(Br)cc(S(=O)(=O)N3CCCC(C(=O)N(C)c4ccc(Br)cc4)C3)c21 (stereo not drawn),-3%,-12%
